Bioassay records from PubChem BioAssay.
MmCpn inh: M. maripaludis TRiC chaperonin inhibition | Potency, µM (titrated, usually from 76.9 µM), inactives show at the top dose activity, negative = inhibition, actives largely listed as inhibitors | 330,000 tested, 0.031% active | purified Mm-Cpn ATPase, ADP Transcreener TR-FRET; also: potency is read from the fitted curve at half-maximal effect; % is scaled to controls: 0 for no effect and ±100 for the full control effect; nearly all actives have a fitted effect of over 80% in size
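25 nM Mm-CPN + cpd, 10 min 37°C; + 10 uM ATP, 30 min 37°C; buffer 30 mM Tris pH 7.4, 100 mM KCl, 5 mM MgCl2, 1 mM DTT; Transcreener ADP HTRF detection 30 min RT.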
EPAC2 antag: antagonists of human EPAC2; EPAC2 GEF exchange of Rap1B-BODIPY-GDP, fluorescence; Potency, µM (titrated, usually from 114 µM), for inactives: at the top dose activity, negative = inhibition, most hits filed as inhibitors; 360,000 tested, 0.18% active; AID 720708; also: potency is read from the fitted curve at half-maximal effect; % is scaled to controls: 0 for no effect and ±100 for the full control effect; nearly all actives have a fitted effect of over 45% in size; many of its hits are not listed in these tables
EPAC2 agonist: EPAC2 (human) agonism; 360,000 tested, 0.079% active; EPAC2 activation, biochemical qHTS; response scale: 100% = 6.5 mM cAMP response; Q8WZA2; AID 720711; Potency, µM (titrated, usually from 154 µM), for inactives: at the highest dose activation, hits mostly activators; also: potency is read from the fitted curve at half-maximal effect; nearly all actives have a fitted effect of over 50% in size
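Nucleotide exchange monitored as fluorescence drop when BODIPY-GDP leaves Rap1B. Reaction: 100 nM EPAC2, 250 nM RAP1B-BODIPY-GDP, 50 uM GDP, room temperature, kinetic read over 30 min. Activity expressed relative to 6.5 mM cAMP.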
Akt phos inh: blocks phosphorylation of Akt. Neuro2A IGF-stimulated pAkt S473 HTRF, 20 min; active compounds read low. activity change, % for hits at 50 µM. 360,000 tested, 0.32% active. AID 651550; in the data active = activity change below about -80%; inconclusive = mostly about -51% to -80%; also: % is scaled to controls: 0 for no effect and ±100 for the full control effect
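Neuro2A cells in DMEM with 0.5% FBS, overnight at 37 deg C, given compound at single 50 µM final, then IGF (6 nM final) for 20 min at 37 deg C. Lysed; phospho-Akt Ser473 by HTRF after 24 h, 665/615 ratio.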
CCT chaperon mod: changes cytosolic chaperonin activity; purified chaperonin ATPase assay, HTRF ADP detection, 30 min; activity change, % (test concentration not listed), hits read low; 360,000 tested, 0.3% active; in the data active = activity change below about -30%; also: % is scaled to controls: 0 for no effect and ±100 for the full control effect
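ATPase activity: ADP formed was measured by HTRF Transcreener (665/615 nm ratio) after 30 min at 37 deg C with 10 uM ATP. Compounds screened at one 76 uM concentration against 40 or 20 nM TRiC in Tris pH 7.4/KCl/MgCl2/DTT buffer.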
PTHR1 agonist: PTHR1 (human) receptor agonism | Q03431 | HEK293 GP2 PTHR1 cells, GloSensor cAMP luminescence, 1 h | Potency, µM (doses to about 115 µM), inactives show at the top dose activation, usual class: activators | 410,000 tested, 0.075% active; also: potency is read from the fitted curve at half-maximal effect; nearly all actives have a fitted effect of over 55% in size; some results filed as inactive show a strong effect at the top dose; inactives centre near -15; many of its hits are not listed in these tables
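HEK-293-derived GP2 cells expressing PTHR1 and a GloSensor cAMP reporter, 3,000/well, plated overnight, given luciferin plus IBMX (each 0.5 mM as added) for 1 h at 37 °C, then compound for 1 h at 37 °C. Luminescence was read after 15 min at room temperature.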
D3 antag: antagonists of human D3 dopamine receptor. 360,000 tested, 2.5% active. D3R cells, DiscoveRx beta-arrestin luminescence, antagonist mode; active compounds read low. max response, negative = inhibition, %. AID 652054. P35462; in the data active = max response below about -50%; inconclusive = no clear call, values can overlap the other calls; also: % is scaled to controls: 0 for no effect and ±100 for the full control effect; mostly tested at two doses, the higher about 12 µM
Target sequence (P35462 whole entry, looked up): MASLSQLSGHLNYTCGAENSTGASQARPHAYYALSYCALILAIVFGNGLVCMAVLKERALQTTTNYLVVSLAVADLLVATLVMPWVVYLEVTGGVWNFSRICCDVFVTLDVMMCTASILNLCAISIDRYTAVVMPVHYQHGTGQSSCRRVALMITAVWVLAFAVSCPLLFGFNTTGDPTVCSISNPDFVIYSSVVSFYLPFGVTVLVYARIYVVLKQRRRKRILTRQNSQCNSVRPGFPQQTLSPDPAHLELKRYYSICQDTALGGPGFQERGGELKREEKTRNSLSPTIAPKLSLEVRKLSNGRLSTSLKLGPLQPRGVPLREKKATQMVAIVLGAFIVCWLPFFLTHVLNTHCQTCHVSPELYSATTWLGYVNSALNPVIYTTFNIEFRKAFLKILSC
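Cells plated overnight at 1500 cells/well, then exposed to library compounds with dopamine controls for 90 minutes at 37 degrees C. DiscoveRx reagent added for 30–60 minutes at room temperature; luminescence read, quantitative HTS format.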
DRD3 agonist: activates the human D3 dopamine receptor; 410,000 tested, 0.58% active; D3R DiscoveRx beta-arrestin cells, luminescence, 90 min; max activation, %; in the data active = max activation above about 30%; also: 0% is about no effect; mostly tested at two doses, the higher about 12 µM
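Agonist-mode cell screen: cells plated at 1500/well and incubated overnight at 37 °C, then exposed to library compounds for 90 min at 37 °C. Detection reagent was added for 30–60 min at room temperature, and luminescence was read.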
An asterisk follows results filed as active; i = inactive; ? = inconclusive; . = no result given; [ ] = another dose, or the depositor's remark. Unless noted, calls follow the shape of the dose curve; as a rule, active = well fitted curve in the direction sought with a large enough effect; inconclusive = small, poorly fitted or top-dose-only effect, or another doubt; inactive = no such curve, though single readings can be large; an effect the other way counts as inactive or inconclusive. Not all compounds are listed (hit frequency here may not be typical).

Keys – A = MmCpn inh; B = EPAC2 antag; C = EPAC2 agonist; D = Akt phos inh; E = CCT chaperon mod; F = PTHR1 agonist; G = D3 antag; H = DRD3 agonist
COCc1cc(Sc2c(Cl)cccc2Cl)nc(-c2ccccc2)n1
  A: 3% | B: 9% | C: 19% | D: i | E: 3.8 | F: i | G: -20 | H: -13

CCOC(=O)CCCSc1nnc(CCCCCN2C(=O)c3cccc4cccc(c34)C2=O)o1
  A: 1% | B: -3% | C: 2% | D: i | E: -0.4 | F: i | G: 5 | H: 1

CCOC(=O)C(=O)Cc1nc2ccccc2s1
  A: -1% | B: -2% | C: 5% | D: i | E: -4.1 | F: -21% | G: -3 | H: 4

Clc1ccc(-c2cc(-c3nnc4n3CCCCC4)c3ccccc3n2)cc1
  A: 1% | B: 5% | C: -3% | D: i | E: -2.2 | F: -4% | G: 3 | H: 4

CC(CCc1ccccc1)NCc1ccncc1 (stereo not drawn)
  A: -1% | B: 11% | C: -1% | D: i | E: -4.5 | F: -17% | G: 13 | H: 78*

COc1ccc(OC)c(NC(=O)COC(=O)CN(C)S(=O)(=O)c2ccc(C)cc2)c1
  A: 3% | B: -7% | C: 14% | D: i | E: -3.4 | F: -21% | G: -15 | H: -3

CC1=C(C(=O)Nc2ccccc2)C(c2ccc(C)o2)n2ncnc2N1 (stereo not drawn)
  A: 1% | B: 5% | C: 9% | D: i | E: 0.4 | F: i | G: -1 | H: -6

O=C(c1oc(=O)c2ccccc2c1-c1ccccc1)N1CCOCC1
  A: 2% | B: -1% | C: -2% | D: i | E: -0.4 | F: i | G: -1 | H: -13

Cc1cc(NC(=O)Cc2cn3ccsc3n2)n(-c2ccccc2)n1
  A: 0% | B: 11% | C: -3%[15.6 µM] | D: . | E: -1.2 | F: i | G: 5 | H: 2

CC[C@H](C)[C@@H]1NC(=O)c2cc([N+](=O)[O-])cc(F)c2NCCCC[C@@H](C(N)=O)NC(=O)[C@H](CC(N)=O)NC1=O
  A: 0% | B: 4% | C: 7% | D: i | E: -0.7 | F: -24% | G: -13 | H: 6

COc1ccc(Cn2c(C)nc([N+](=O)[O-])c2SCC(=O)O)cc1[N+](=O)[O-]
  A: 2% | B: -6% | C: 6% | D: i | E: -1.8 | F: -31%[inhibitor] | G: -11 | H: 0

O=C(CSc1nnc(-c2ccc(O)cc2)o1)Nc1ccc2c(c1)OCCO2
  A: -4% | B: 7% | C: -19% | D: i | E: -1.0 | F: -2%[57.5 µM] | G: 12 | H: -8

COCc1c(C(=O)OC)nnn1-c1ccc(C(F)(F)F)cc1[N+](=O)[O-]
  A: -1% | B: -2% | C: 4% | D: i | E: -0.6 | F: i | G: 5 | H: 2

CC(=O)N=c1c(C#N)cc2c(=O)n3ccccc3nc2n1CCCOC(C)C
  A: 0% | B: 4% | C: -7% | D: i | E: 0.6 | F: -22% | G: 8 | H: 1

COc1ccc(CCNC(=O)CN(CCc2ccccc2)S(C)(=O)=O)cc1OC
  A: 1% | B: 6% | C: -10% | D: i | E: -0.2 | F: -24% | G: 14 | H: 4

A draw from above in order of length of the SMILES, high to low.
Keys – A = MmCpn inh; B = EPAC2 antag; C = EPAC2 agonist; D = Akt phos inh; E = CCT chaperon mod; F = PTHR1 agonist; G = D3 antag; H = DRD3 agonist
COCc1c(C(=O)OC)nnn1-c1ccc(C(F)(F)F)cc1[N+](=O)[O-]
  A: -1% | B: -2% | C: 4% | D: i | E: -0.6 | F: i | G: 5 | H: 2

CC1=C(C(=O)Nc2ccccc2)C(c2ccc(C)o2)n2ncnc2N1 (stereo not drawn)
  A: 1% | B: 5% | C: 9% | D: i | E: 0.4 | F: i | G: -1 | H: -6

CCOC(=O)C(=O)Cc1nc2ccccc2s1
  A: -1% | B: -2% | C: 5% | D: i | E: -4.1 | F: -21% | G: -3 | H: 4

3 of the compounds above, with each value named:
CCOC(=O)C(=O)Cc1nc2ccccc2s1
  MmCpn inh: -1% | EPAC2 antag: -2% | EPAC2 agonist: 5% | Akt phos inh: i | CCT chaperon mod: -4.1 | PTHR1 agonist: -21% | D3 antag: -3 | DRD3 agonist: 4
Clc1ccc(-c2cc(-c3nnc4n3CCCCC4)c3ccccc3n2)cc1
  MmCpn inh: 1% | EPAC2 antag: 5% | EPAC2 agonist: -3% | Akt phos inh: i | CCT chaperon mod: -2.2 | PTHR1 agonist: -4% | D3 antag: 3 | DRD3 agonist: 4
CCOC(=O)CCCSc1nnc(CCCCCN2C(=O)c3cccc4cccc(c34)C2=O)o1
  MmCpn inh: 1% | EPAC2 antag: -3% | EPAC2 agonist: 2% | Akt phos inh: i | CCT chaperon mod: -0.4 | PTHR1 agonist: i | D3 antag: 5 | DRD3 agonist: 1

Next entries.
Keys – A = MmCpn inh; B = EPAC2 antag; C = EPAC2 agonist; D = Akt phos inh; E = CCT chaperon mod; F = PTHR1 agonist; G = D3 antag; H = DRD3 agonist
CNc1nc(Nc2ccc(C)c(Cl)c2)c2cnn(C)c2n1
  A: -3% | B: -9% | C: 2% | D: i | E: 2.3 | F: ? | G: 14 | H: -3

C=CCN(C(=O)C1CSC2(C)CCC(=O)N12)c1nc(-c2ccccc2)cs1 (stereo not drawn)
  A: -23% | B: -10% | C: 24% | D: i | E: -0.5 | F: -12% | G: 3 | H: -17

CC(=O)c1cccc(NC(=O)c2c(F)c(F)c(F)c(F)c2F)c1
  A: 1% | B: 3%[57.1 µM] | C: 10% | D: i | E: -0.4 | F: i | G: ? | H: -7

O=C(CCC(=O)N1CCN(c2ccc(O)cc2)CC1)c1cccs1
  A: -1% | B: 1% | C: -3% | D: i | E: 1.5 | F: i | G: 12 | H: 0

O=C(Cn1nnc2ccccc2c1=O)N[C@H](C(=O)O)c1ccccc1
  A: 0% | B: 13% | C: 2% | D: i | E: -0.2 | F: -8% | G: 2 | H: -2

COc1ccc(-c2cc(C(=O)N3CCCCCC3)c3ccccc3n2)cc1
  A: -3% | B: 7% | C: 10% | D: i | E: 0.4 | F: -33%[inhibitor] | G: -12 | H: -23

Cc1ccccc1N(C(=O)CNC(=O)c1ccco1)C(C(=O)NC1CCCCC1)c1ccncc1 (stereo not drawn)
  A: 0% | B: 9% | C: 5% | D: i | E: -1.4 | F: -12% | G: 3 | H: 13

CCOC(=O)[C@@H]1[C@H]2COc3cc(OC)ccc3[C@@H]2N2C(=O)N(c3ccc(Br)cc3)C(=O)[C@@]12C
  A: 3% | B: 2% | C: 7% | D: i | E: -2.0 | F: -3% | G: -29 | H: -11

Cc1ccc(S(=O)(=O)NC2CCCCCC2)cc1C(N)=O
  A: 1% | B: 19% | C: 2% | D: i | E: -0.4 | F: i | G: 16 | H: -1

OC[C@@H]1CN(Cc2ccccc2)C[C@H](n2cnc3c(NCc4ccco4)ncnc32)O1
  A: . | B: 10% | C: 13% | D: i | E: -0.6 | F: -23% | G: -14 | H: 1

c1ccc(-c2cnc(SCCN3CCOCC3)n2CC2CCCO2)cc1 (stereo not drawn)
  A: 0% | B: -3% | C: 0% | D: i | E: -3.0 | F: -8% | G: -57* | H: -2

COCn1ccnc1C(O)(c1ccc(OC)cc1)c1ccc(OC)cc1
  A: 1% | B: 4% | C: 15% | D: i | E: 0.9 | F: -6% | G: -13 | H: 3

COc1cc(-c2cnc3c(NC=O)cc(-c4ccc(S(C)(=O)=O)cc4)cn23)cc(OC)c1OC
  A: . | B: 5% | C: 2% | D: i | E: -0.1 | F: -19% | G: 148 | H: 4

O=C(CN(Cc1ccc(Cl)cc1)C(=O)CNS(=O)(=O)c1ccccc1)NCC1CCCO1 (stereo not drawn)
  A: 0% | B: 3% | C: 4% | D: i | E: 1.6 | F: ? | G: 9 | H: 6

COc1ccc(NC(=O)CN(C)S(=O)(=O)c2ccc3c(c2)CC(C)N3C(C)=O)cc1OC (stereo not drawn)
  A: -1% | B: -2% | C: -2% | D: i | E: -0.3 | F: -10% | G: 7 | H: 1
